HIV RNase H inh: inhibitors of HIV-1 reverse transcriptase RNase H. P04585. RT-RNase H RNA/DNA duplex cleavage, fluorescence. inhibition, % at 10 µM. hit rate 1.9% among 65,000; in the data active = inhibition above about 50%
RmlC RmlD mix: inhibitors of RmlC and RmlD coupled enzymes; RmlC/RmlD coupled enzyme inhibition, 384-well mixture HTS; inhibition, % at 5.5 µM; hit rate 0.39% among 110,000; in the data active = inhibition above about 30%, passing the limit was not always enough; inconclusive = no clear call, values can overlap the other calls; also: strong numbers were not always called active
The depositor's hits bear a star; u = inconclusive; x = not tested or not shown.

SMILES	HIV RNase H inh	RmlC RmlD mix
Cc1noc(/C=C/c2ccco2)c1S(=O)(=O)N1CCC(C(=O)N(C)Cc2ccccc2)CC1	36.1	14.8
Cc1ccc2[nH]c(=O)c(CN(CCCN3CCOCC3)Cc3nnnn3C3CCCC3)cc2c1	0.0	44.5
Clc1ccc(/C=N/c2c(-c3ccco3)nc3ccccn23)cc1	x	16.8
COc1ccc(CN2C(=O)CS(=O)CC2=O)cc1OC	x	15.3
CCOC(=O)C1=C(C)N=C2SC(CC)C(=O)N2C1c1ccc(OC(C)=O)c(OCC)c1 (stereo unspecified)	-2.8	x
CCNC(=S)NNC(=O)c1csc2ccccc12	x	-5.5
O=C(Cn1nc(C(=O)O)c2ccccc2c1=O)NCC1CCCO1 (stereo unspecified)	-7.4	16.8
Fc1ccc(NC(=S)N2CCCC2)cc1	x	-8.9
COC(=O)C1=C(C)N(Cc2ccccc2)C(=O)N[C@H]1CCc1ccccc1	x	3.7
O=C(NCC(=O)N(CCc1ccccc1)C(C(=O)NC1CCCCC1)c1ccncc1)c1ccco1 (stereo unspecified)	-0.7	12.0
O=S(=O)(NC1CCCC1)c1ccc(S(=O)(=O)N2CCN(c3ccccc3)CC2)cc1	x	-8.4
O=S(=O)(c1ccccc1)c1nc(Nc2ccccc2N2CCOCC2)sc1Cl	-9.9	5.6
Cc1ccccc1-n1nc2c(c1NC(=O)c1ccc(S(=O)(=O)N(C)C)cc1)CSC2	-20.1	-9.3
CC1CC(=O)Nc2ccccc2N1S(=O)(=O)c1ccccc1 (stereo unspecified)	x	-10.0
CC(N=Cc1ccccc1O)c1ccccc1 (stereo unspecified)	x	-1.4
O=C(CC1NC(=O)NC1=O)NC1(C(=O)NC2CCCCC2)CCCCC1 (stereo unspecified)	-5.5	-24.1
N#Cc1nc(COc2ccccc2F)oc1N1CCCCCC1	-95.1	5.3
CCCc1nc(NCc2ccc3c(c2)OCO3)c2nnn(Cc3ccccc3Cl)c2n1	x	-9.3
COc1cc(/C=C2\SC(c3ccc(C)cc3)=NC2=O)ccc1O	x	26.0
CCOc1ccc(NC(=O)CSCc2cnn(-c3ccccc3)c2-n2cccc2)cc1	x	-13.1
Cc1noc(C)c1C(=O)OCC(=O)Nc1ccccc1C(=O)NC(C)c1ccccc1 (stereo unspecified)	-10.2	-1.4
O=C(c1ccc(S(=O)(=O)N2CCOCC2)cc1)N1CCN(c2cccc(Cl)c2)CC1	-7.5	2.6
COc1ccc(C2=NCC(CSc3nnc(-c4ccc5c(c4)OCO5)o3)S2)cc1 (stereo unspecified)	-22.6	-10.0
Cc1ccc(C(=O)COC(=O)C2C3C=CC(C3)C2C(=O)OCC(=O)c2ccc(C)c(C)c2)cc1C (stereo unspecified)	x	-27.9
O=S(=O)(c1ccc(OCC(O)CN2CCN(c3ccccc3Cl)CC2)cc1)N1CCOCC1 (stereo unspecified)	-6.2	-5.1
COc1cc(CN2CCN(C(=O)CC(C)C)CC2)cc(OC)c1O	34.2	-6.2
CC(C)(C)NC(=O)C1N(c2cccnc2)C(=O)C2C(C(=O)Nc3ccccc3)C3(C)C=CC21O3 (stereo unspecified)	-1.4	3.5
O=C(NCc1ccc(F)cc1)C(=O)NCC1OCCN1S(=O)(=O)c1cccs1 (stereo unspecified)	x	-5.6
COCCCNC(=O)Cn1ncc2c(=O)oc3ccccc3c21	-21.8	u
CCO[C@@H]1OC(C(=O)NCc2nc3ccccc3[nH]2)=C[C@H](c2ccccc2)[C@H]1CCCO	x	-5.1
O=C(Nc1cccc(C(F)(F)F)c1)c1cc2c(=O)c3ccccc3oc2nc1C(F)(F)F	x	-1.7
COc1cc(C2C(C(=O)c3ccc(C)o3)=C(O)C(=O)N2Cc2cccnc2)ccc1O (stereo unspecified)	6.0	9.5
CCOC(=O)CSc1nnnn1-c1cc(OC)c(Cl)cc1OC	-13.9	-17.1
Cc1ccc(Nc2[nH]c(=O)c3ccccc3c2C(=O)c2ccccc2)cc1	x	4.5
O=C(CSc1nnc(Cn2c(=O)sc3ccccc32)n1-c1ccccc1)N1CCOCC1	4.2	9.3
O=C1N=C2SCCN2/C1=C\c1c(Cl)cccc1Cl	x	0.0
CON/C=C(\C=Nc1ccc(Cl)cc1Cl)c1ncc(C(F)(F)F)cc1Cl	x	4.3
CN(C)C(=O)c1cc2cc([N+](=O)[O-])ccc2s1	x	0.2
CCCSC1=N/C(=C\C=C\c2ccco2)C(=O)S1	-14.3	1.0
NCCCCCc1nnc(SCC(=O)Nc2cccc(Cl)c2)o1	2.8	12.3
COc1ccc(NC(=O)Cn2nc(C(F)(F)F)c3c2CCCC3)c(OC)c1	-6.0	-0.3
COc1cccc(-n2c(Cc3cc(=O)[nH]c(=O)[nH]3)nnc2SCc2cccnc2)c1	-10.5	9.0
COC(=O)[C@@H]1C[C@@]2(O)[C@H](O)[C@H](O)[C@H](O)C[C@H]2N1Cc1cccc2ccccc12	x	-12.3
CC(C)(C)n1nc(Cc2cccc3ccccc23)c(C#N)c1N	x	-12.7
Cc1ccc(C)c(S(=O)(=O)NCC(=O)Nc2sc3c(c2C(N)=O)CCC(C)C3)c1 (stereo unspecified)	x	26.2
COCCn1nnnc1C(C(C)C)N(Cc1cccnc1)Cc1cc2cc(OC)ccc2[nH]c1=O (stereo unspecified)	0.8	13.1
CC1CCCN(S(=O)(=O)c2ccc(S(=O)(=O)N3CCCN(Cc4ccccc4)C3)cc2)C1 (stereo unspecified)	-10.9	-10.7
Cc1cccc(COCCN2CCN(S(=O)(=O)c3ccccc3)CCC2=O)c1	x	4.0
CNC(=O)C1CC(=O)N(CCc2ccc(OC)cc2)C(=Nc2ccc(OC)cc2)S1 (stereo unspecified)	x	63.8
CN(C)S(=O)(=O)c1cccc(C(=O)NCc2ccco2)c1	-12.0	-9.7
O=C(Nc1ccc(NC(=O)c2ccco2)cc1)c1ccc2c(c1)OCO2	x	-0.2
CN(Cc1ccccc1)S(=O)(=O)c1cccc2cccnc12	x	1.5
Nc1ccc(N2CCOCC2)c(Cl)c1	-4.0	-9.6
O=C(COc1ccc(S(=O)(=O)N2CCCC2)cc1Cl)NC1CCCC1	x	2.8
CC1CCCN(CCCNC(=O)c2coc3nc4ccccc4nc23)C1 (stereo unspecified)	15.4	139.6*
Cn1c(=O)c2c(nc(NCCc3ccccc3)n2CC(=O)NCCc2ccccc2)n(C)c1=O	9.3	8.7
CCOC(=O)c1c(C)n(Cc2ccccc2)c2ccc(OCC(O)Cn3nc(C)cc3C)cc12 (stereo unspecified)	x	-6.3
C/C=C(\C)C(=O)N[C@@H](C)CN1C2=NC[C@H](C(C)C)N2C[C@H]1Cc1ccc(OC)cc1	x	-0.5
CCCNC(=O)C1CNc2ccccc2O1 (stereo unspecified)	x	4.3
Cc1ccc(-c2nnc(SCC(=O)NCC3CCCO3)n2C)cc1 (stereo unspecified)	x	9.2

A stretch from the list above, for reference:
SMILES	HIV RNase H inh	RmlC RmlD mix
COc1ccc(NC(=O)Cn2nc(C(F)(F)F)c3c2CCCC3)c(OC)c1	-6.0	-0.3
COc1cccc(-n2c(Cc3cc(=O)[nH]c(=O)[nH]3)nnc2SCc2cccnc2)c1	-10.5	9.0
COC(=O)[C@@H]1C[C@@]2(O)[C@H](O)[C@H](O)[C@H](O)C[C@H]2N1Cc1cccc2ccccc12	x	-12.3

New compounds follow
SMILES	HIV RNase H inh	RmlC RmlD mix
Cn1c(SCC(=O)N2CCOCC2)nc(O)cc1=O	x	4.5
CCn1c(=O)cc(SCC(=O)NCc2cccnc2)c2ccccc21	-2.2	-7.9
COc1ccc(N=C2SCC(=O)N2c2ccc(OC)cc2)cc1	5.2	x
CCOc1ccc(NC(=O)Nc2ccc3nccnc3c2)cc1	-15.2	-12.9
Cc1ccc(Cl)cc1NC1=NC(=S)N(C(C)C)C12CCCCC2	x	9.0
CCc1ccc(Oc2cc(C)nc(N)n2)cc1	x	12.5
O=C(CNC(=O)c1ccc([N+](=O)[O-])cc1)N/N=C\c1ccc(OC(=O)c2ccccc2)cc1	x	-6.8
CCOC(=O)C(NC(=O)c1ccc(OC)cc1)(N1CCOCC1)C(F)(F)F (stereo unspecified)	-6.9	-40.4
COc1ccc(OC)c2sc(NC(=O)CCSc3ccccc3)nc12	x	9.1
CN(C)/C=N/c1ncc(C(=O)c2ccc3ccccc3c2)s1	x	-5.2
COCCn1cnc2c1c(=O)n(CC(=O)Nc1cc(C)on1)c(=O)n2Cc1ccccc1	x	1.0
CCOC(=O)CSc1nc2c(c(=O)[nH]c(=O)n2C)n1CCc1ccccc1	-2.2	10.2

Single records, from the list above.
`CCc1ccc(Oc2cc(C)nc(N)n2)cc1` as listed: HIV RNase H inh = x; RmlC RmlD mix = 12.5
`O=C(CNC(=O)c1ccc([N+](=O)[O-])cc1)N/N=C\c1ccc(OC(=O)c2ccccc2)cc1` as listed: HIV RNase H inh = x; RmlC RmlD mix = -6.8

Among those listed so far, these contain a nitro group on carbon.
SMILES	HIV RNase H inh	RmlC RmlD mix
CN(C)C(=O)c1cc2cc([N+](=O)[O-])ccc2s1	x	0.2
O=C(CNC(=O)c1ccc([N+](=O)[O-])cc1)N/N=C\c1ccc(OC(=O)c2ccccc2)cc1	x	-6.8

(more compounds)
SMILES	HIV RNase H inh	RmlC RmlD mix
N#CCCN1CCN(S(=O)(=O)c2ccc(S(=O)(=O)N3CCCC3)cc2)CC1	-0.3	5.6
CC(C)NCCCOc1ccc(Cl)cc1Br	x	-0.1
CCCSc1nc(SCC(=O)NCc2ccccc2)c2c3c(sc2n1)COC(C)(C)C3	x	-0.6
N#Cc1ccc(C23CC4(C2)[C@H](CN(CC2CCCCC2)[C@@H]4c2ccccc2)C3c2ccc(Cl)nc2)cc1 (stereo partly specified)	x	-11.1
C=CCn1c(SC2CCOC2=O)nc2sc(CC)cc2c1=O (stereo unspecified)	x	-18.3
CC(C)OC(=O)C1C(=O)CC(C)(O)C(C(=O)OC(C)C)C1c1ccc(F)cc1 (stereo unspecified)	x	-8.7
CC(C)CC(COCc1cccc(Cl)c1)N1CCN(C(=O)c2ccc(C(F)(F)F)cc2)CCC1=O (stereo unspecified)	x	-13.9
CC(Oc1ccc(Cl)cc1)C(=O)NCCCn1ccnc1 (stereo unspecified)	x	16.5
CN1CCN(c2ncnc3c2[nH]c2ccc(F)cc23)CC1	-3.2	-0.3
Cc1cccc(C)c1NC(=O)N1C(C(=O)O)CSC1C(=O)O (stereo unspecified)	x	-16.9
O=P(O)(O)C12CC3CC(CC(C3)C1)C2	2.0	-5.4
COCCOc1cc(N2C(=O)CSCC2=O)c(Cl)cc1Cl	x	15.3
CCN(CCCNC(=O)c1c(C)cc(=O)oc1C)c1cccc(C)c1	15.6	16.6
COc1ccccc1-n1c(=O)c2c3c(sc2n2c(SC(C)C)nnc12)CCC3	2.2	-8.0
CC1C/C(=N/NC(=O)c2cccc(F)c2)c2ccc(O)cc2C1 (stereo unspecified)	x	45.8
CNCCCC1c2ccccc2C=Cc2ccccc21	3.1	9.1
O=S(=O)(Nc1ccccc1)c1ccc(Oc2ncc(C(F)(F)F)cc2Cl)cc1	x	10.9
Cc1cc(C)n(CCSCC(=O)O)n1	x	13.4
CCCn1nnc(NC(=O)c2ccco2)n1	-15.7	-15.4
CC(=O)c1ccc2c(c1)C1C(Cl)C(Sc3ccccc3[N+](=O)[O-])CC1C(c1ccccc1[N+](=O)[O-])N2 (stereo unspecified)	x	-8.9
CCC(NC(=O)Nc1ccc(O)cc1)(C(F)(F)F)C(F)(F)F	-1.5	-43.9
Cc1cc(=O)oc2cc(OCC(=O)N3CCc4ccccc4C3)ccc12	-32.8	9.6
C=C(C(=O)O)C(CCCCCC)C(=O)O (stereo unspecified)	x	-11.9

Not all compounds are listed. The share of hits here may be higher or lower than overall.
